MIN6 prolif = inducers of beta-cell replication in MIN6 cells | MIN6 cells proliferation, ATPlite luminescence, 48 h; cells starved in 0.2% serum; 100% = growth in 10% serum | AID 2380 | 0.29% of 330,000 active | proliferation, % at 10 µM;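 active = compounds whose signal lies at least 3.5 SD above the mean of all wells on their plate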;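 also: 0% = DMSO-treated cells in low-serum medium and 100% = 10% serum control; some compounds called inactive have numbers as strong as hits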
SENP8 block-1 = blocks human SENP8 cleavage of Nedd8 substrate; inhibition, % at 20 µM; 0.64% of 360,000 active; AID 602440; recombinant SENP8, Nedd8 substrate fluorescence; Q96LD8; in the data active = inhibition mostly above about 40%, no sharp cut-off; inactive = mostly below about 27%
Target sequence (Q96LD8 whole entry, looked up): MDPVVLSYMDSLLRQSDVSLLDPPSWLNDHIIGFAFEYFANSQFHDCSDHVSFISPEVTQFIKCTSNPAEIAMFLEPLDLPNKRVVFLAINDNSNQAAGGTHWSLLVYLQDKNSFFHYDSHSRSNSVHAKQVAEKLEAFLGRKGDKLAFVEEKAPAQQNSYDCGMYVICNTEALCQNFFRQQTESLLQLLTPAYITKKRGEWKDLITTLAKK
UBC13 polyUb = inhibitors of human UBC13 polyubiquitin chain formation; P61088; TR-FRET; inhibition, % at 20 µM; 0.47% of 330,000 active; in the data active = inhibition above about 45%, passing the limit was not always enough
Target sequence (P61088 whole entry, looked up): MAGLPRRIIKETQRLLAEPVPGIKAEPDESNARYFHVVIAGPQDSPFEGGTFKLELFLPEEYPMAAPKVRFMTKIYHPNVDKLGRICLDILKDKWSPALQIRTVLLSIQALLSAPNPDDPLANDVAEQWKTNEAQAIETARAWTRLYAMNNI
SENP8 block-2 = inhibitors of human SENP8 protease | Q96LD8 | purified SENP8, Z-RLRGG-aminoluciferin cleavage, luminescence | inhibition, % at 10 µM | 1.2% of 330,000 active | AID 2540; in the data active = inhibition above about 50%
SENP1 inh = SENP1 (human) catalytic domain inhibition | 0.21% of 360,000 active | Q9P0U3 | AID 624204 | inhibition, % at 10 µM | recombinant SENP1 catalytic domain, CyPet-SUMO1-YPet FRET cleavage;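 active = inhibition at least 30% at 10 µM, raw YFP signal under a set limit, fluorescence ratio 0.5 to 1.5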;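 also: 0% = enzyme with DMSO and 100% = no enzyme wells; some results filed as inactive read as strong as hits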
Target sequence (Q9P0U3 419-644 limits assumed): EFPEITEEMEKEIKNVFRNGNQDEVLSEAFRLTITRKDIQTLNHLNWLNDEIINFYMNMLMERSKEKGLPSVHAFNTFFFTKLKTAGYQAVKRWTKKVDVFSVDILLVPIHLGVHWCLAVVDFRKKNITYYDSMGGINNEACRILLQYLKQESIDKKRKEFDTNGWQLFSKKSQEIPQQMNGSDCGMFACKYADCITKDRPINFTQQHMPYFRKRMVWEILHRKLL
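Test system: human SENP1 catalytic domain; medium: Tris pH 8 buffer plus EDTA, NaCl, BME, BSA, NP40, catalase; incubation: 50 min reaction at room temperature; technique: FRET, CFP and YFP emission; controls: no-enzyme low control and enzyme-plus-DMSO high control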
SENP7 inh = inhibitors of human SENP7 protease | Q9BQF6 | recombinant SENP7, Z-RLRGG-aminoluciferin luminescence, 40 min | inhibition, % at 5 µM | 1.5% of 330,000 active;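 active = inhibition above about 50% at the single test dose, limit read from the data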;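 also: plate controls were DMSO with enzyme for no effect and no enzyme buffer wells for full effect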
Target sequence (Q9BQF6 706-1050 limits assumed): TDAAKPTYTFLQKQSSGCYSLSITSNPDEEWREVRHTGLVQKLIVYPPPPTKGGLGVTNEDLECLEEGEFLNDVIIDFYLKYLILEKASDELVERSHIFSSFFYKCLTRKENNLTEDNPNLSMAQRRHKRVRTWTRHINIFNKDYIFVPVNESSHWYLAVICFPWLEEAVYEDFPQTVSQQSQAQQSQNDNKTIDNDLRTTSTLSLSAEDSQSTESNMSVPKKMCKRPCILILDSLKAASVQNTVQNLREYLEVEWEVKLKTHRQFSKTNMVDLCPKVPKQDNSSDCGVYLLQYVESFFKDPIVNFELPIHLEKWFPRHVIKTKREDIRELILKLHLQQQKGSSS
PfGluPho inh = PfG6PD (Plasmodium falciparum) enzyme inhibition. PfGluPho enzyme, NADPH resazurin-diaphorase fluorescence. inhibition, % at 20 µM. 0.78% of 350,000 active;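 active = inhibition reaching at least a set limit at 20 µM in the primary screen, cut at about 59% in these data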;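 also: 0% = DMSO wells with substrate and 100% = DMSO wells lacking glucose-6-phosphate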
SENP6 block = inhibitors of human SENP6 protease; Q9GZR1; AID 2599; Recombinant SENP6 catalytic domain, aminoluciferin luminescence; inhibition, % at 10 µM; 1.8% of 330,000 active;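 active = inhibition above about 50% at the single tested dose, limit read from the data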;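 also: plate controls were DMSO wells with enzyme for no effect and DMSO wells lacking enzyme for full effect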
HKDC1 inh = inhibitors of human hexokinase HKDC1; inhibition, % at 20 µM; 0.16% of 340,000 active; recombinant HKDC1, G6PDH/diaphorase resazurin coupled fluorescence; AID 493160;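 active = inhibition above about 35% when tested at 20 µM, limit read from the data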;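 also: plate controls were DMSO wells with enzyme for no effect and DMSO wells lacking enzyme for full effect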
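Assay system: in-house recombinant HK5 (HKDC1) enzyme. Input: HKDC1 at 5 µg/mL. Medium: Tris pH 8.0 buffer with MgCl2, Tween-20, BSA, BME. Dosing: single 20 µM dose. Schedule: 90 min reaction incubation at room temperature, dark. Signal: resazurin-to-resorufin fluorescence via G6PDH and diaphorase coupling, 525/613 nm. Controls: DMSO-enzyme wells negative, buffer-substituted wells positive.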
Starred values were filed as active, the others as inactive; nt = not tested or not shown.

Start of the data: the first 2 compounds (preview)
SMILES	MIN6 prolif	SENP8 block-1	UBC13 polyUb	SENP8 block-2	SENP1 inh	SENP7 inh	PfGluPho inh	SENP6 block	HKDC1 inh
O=C(NCCN1CCOCC1)/C(=C\c1ccccc1F)NC(=O)c1ccccc1	-1.6	7.8	-5.2	1.3	1.3	7.2	-5.3	-4.9	-7.3
COCCn1nnnc1CN1CCN(C(=O)c2ccco2)CC1	1.8	11.2	3.1	1.3	-0.7	5.7	0.8	15.5	-7.7

Results, repeating the preview:
SMILES	MIN6 prolif	SENP8 block-1	UBC13 polyUb	SENP8 block-2	SENP1 inh	SENP7 inh	PfGluPho inh	SENP6 block	HKDC1 inh
O=C(NCCN1CCOCC1)/C(=C\c1ccccc1F)NC(=O)c1ccccc1	-1.6	7.8	-5.2	1.3	1.3	7.2	-5.3	-4.9	-7.3
COCCn1nnnc1CN1CCN(C(=O)c2ccco2)CC1	1.8	11.2	3.1	1.3	-0.7	5.7	0.8	15.5	-7.7
COc1ccccc1CNC(=O)c1cc(=O)c2ccccc2o1	-2.1	6.4	-4.8	2.1	-2.5	0.0	-8.8	-2.9	-1.8
Cc1cc(C)c(C(=O)NCCCN2CCOCC2)c(C)c1	-0.6	8.2	-4.6	2.5	0.7	-5.9	-3.8	10.2	2.1
C[C@]12CCC(=O)CC1CCC1C2CC[C@@]2(C)C1CC[C@@]21CCO1 (stereo partly drawn)	-2.8	13.8	1.1	-5.3	0.9	2.3	-11.5	-18.9	-0.7
COc1ccc(NS(=O)(=O)c2ccc(C)c(C(=O)NC3CCN(Cc4ccccc4)CC3)c2)cc1	0.7	3.7	1.8	-0.7	-5.0	-2.9	-9.4	-3.9	-2.3
COc1ccc(Cn2nnnc2C(c2ccc(N(C)C)cc2)N2CCC(C(N)=O)CC2)cc1 (stereo not drawn)	0.5	12.1	2.7	-10.6	-3.2	4.9	-0.7	1.9	4.3
O=[N+]([O-])c1ccc(Sc2cc[n+]([O-])c3ccccc23)c([N+](=O)[O-])c1	-4.0	29.6	-1.8	11.0	1.3	-7.3	-2.7	-2.2	22.1
NC(=S)Nc1ccc2cn[nH]c2c1	1.9	11.5	-8.6	-16.9	2.0	-4.4	5.5	-25.0	-3.5
Cc1ccc(C)c(OCc2cc(C(=O)N3CCN(C(=O)c4ccco4)CC3)no2)c1	-1.7	-0.8	-2.1	-14.0	1.8	11.3	3.2	12.5	-2.3
CCOC(=O)C(=CNc1ccc(C(F)(F)F)cc1)C(=O)OCC	-2.1	4.2	-12.2	-4.3	1.2	-11.7	4.7	-1.5	4.5
O=C(CN1CCN(c2ccccc2)CC1)Nc1ccccc1Sc1ccccc1	-5.2	12.4	-6.7	-6.9	3.1	-5.6	19.7	-18.7	-4.2
COc1ccc(/C=N/NC(=O)Cc2cccs2)cc1	-0.6	10.1	-2.6	-13.9	1.7	7.7	0.4	-22.1	-1.4
CCN1CCN(c2nc(Nc3ccc(NC(C)=O)cc3)nc(Nc3ccc(NC(C)=O)cc3)n2)CC1	-0.9	27.0	25.1	-0.7	-0.3	-6.4	-5.0	-19.9	-5.9
CCCNC(=O)OC[C@H]1O[C@H](CCO/N=C(\C)CCN2CCc3nc(-c4ccccc4)c(-c4ccccc4)cc3C2)C=C[C@@H]1Oc1ccc(OC)cc1	-8.2	nt	29.5	-16.0	nt	-11.7	nt	-8.2	nt
Cc1n[nH]c(=O)nc1NCc1ccccc1	-0.5	4.3	0.8	-4.0	0.4	4.7	-2.1	6.9	-5.1
CCCC(=O)Nc1cc(-c2nn(C)c(=O)c3ccccc23)ccc1OC	-1.9	-38.5	0.4	5.9	5.4	2.2	-8.1	1.2	-7.9
CCC(C)(C)NC(=O)C(c1ccc(C)cc1)N(Cc1cccs1)C(=O)c1ccc2c(c1)OCCO2 (stereo not drawn)	-4.5	10.8	-2.4	-1.2	1.3	-0.5	62.3*	-12.2	-7.8
O=S(=O)(c1ccc(Cl)c(C(F)(F)F)c1)N1CCN(CC(O)COc2ccccc2F)CC1 (stereo not drawn)	0.0	19.0	7.4	2.8	0.3	2.9	14.8	-17.6	-2.8
COc1ccc(N(CC(=O)Nc2c(C)n(C)n(-c3ccccc3)c2=O)S(=O)(=O)c2ccc(C)cc2)cc1	-3.0	15.5	7.1	2.7	1.3	1.0	-21.9	11.4	-7.1
Cc1cccc(CSc2ccc3nnc(-c4cccnc4)n3n2)c1	2.1	-48.8	1.3	-7.4	1.3	-9.7	-3.8	-4.7	2.4
Cn1c(N)c(C(=O)COC(=O)/C=C/c2ccc(F)cc2)c(=O)n(C)c1=O	-2.6	15.2	-5.3	4.6	-3.3	-2.5	-0.1	-4.2	3.4
Cc1cccc(Cc2nnc(CCC(=O)NCc3cn4ccccc4n3)o2)c1	-0.7	-29.8	-0.2	-5.2	-3.8	6.7	-2.2	-6.5	-11.0
Cc1ccc(-c2ccc(=O)n(CC(=O)NCCCN3CCCCC3C)n2)cc1 (stereo not drawn)	-2.6	-14.3	-8.5	-10.5	-8.1	-8.3	-1.3	-4.2	-12.7
CCOC(=O)c1cccc(NC(=O)CCNS(=O)(=O)c2cccc3nonc23)c1	-1.6	0.7	4.8	12.9	-0.4	0.1	10.8	27.7	-2.9
CCOC(=O)CN1CC(C)(C)N(CC(=O)OCC)CC1(C)C	nt	0.1	nt	nt	-1.8	nt	8.2	nt	-3.9
CCOc1ccccc1C(=O)N1CCCCC1C (stereo not drawn)	4.0	7.1	6.4	2.7	2.1	-5.7	-3.1	-7.9	-2.1
CCOC(=O)C(C(=O)OCC)C(C(=O)OCC)N1CCOCC1 (stereo not drawn)	-4.5	24.5	3.1	-2.3	3.7	-7.3	8.8	-27.5	2.3
CCN(c1ccc(OC)cc1)S(=O)(=O)c1ccc2c(c1)CCN2C(=O)CCC(=O)O	-1.4	12.3	-13.3	-9.1	2.4	-3.3	-32.7	-1.8	-3.3
O=C(O)c1ccc([N+](=O)[O-])cc1-c1cc([N+](=O)[O-])ccc1C(=O)O	nt	22.7	nt	nt	1.1	nt	9.8	nt	0.7
CC(=O)Nc1ccc(S(=O)(=O)N/N=C/c2ccc(C)o2)cc1	0.5	4.1	1.4	4.3	1.1	-1.3	-6.0	-5.8	-1.0
CCCC(=O)NCc1nc2ccccc2n1CC(=O)c1ccccc1	-0.2	21.5	-5.2	0.5	1.6	3.6	0.7	-8.8	-4.4
COc1ccccc1NC(=O)CSc1sc2c(O)cc(=O)[nH]c2c1C#N	-0.5	-22.1	-4.8	-5.0	-10.4	9.5	11.9	-8.5	-1.5
COc1cc2ccccc2cc1C(=O)N(CCN(C)C)c1nc2c(C)cccc2s1	-7.8	17.9	17.9	8.1	2.0	-4.2	18.5	5.0	1.5
CCN1C(=NCCc2cccnc2)N[C@@H](c2ccccc2)[C@H](C(=O)OC)[C@H]1C	0.9	13.0	9.7	2.7	-4.1	-4.8	-3.0	2.2	-3.8
CC(C)Oc1ccc(S(=O)(=O)N2CCOCC2)cc1NC(=O)c1cc([N+](=O)[O-])ccc1N1CCOCC1	3.0	14.9	-0.2	-2.3	-1.4	-5.9	11.2	-20.4	0.1
CCC1CC(C)(C(=O)Nc2ccc(S(N)(=O)=O)cc2)OC1=O (stereo not drawn)	-0.5	16.2	3.8	1.1	2.0	6.2	-9.1	-7.4	-3.3
Cc1ccc(C)c(/C(O)=C2/C(=O)C(=O)N(CCN3CCOCC3)C2c2ccc(C)o2)c1 (stereo not drawn)	0.0	17.2	-2.4	-0.2	-9.4	0.7	8.8	6.4	-1.2
CCCCN(C(=O)C1CCCC1)c1c(N)n(CCC)c(=O)[nH]c1=O	-0.6	12.6	3.9	-14.8	-4.2	11.4	-7.5	-22.6	1.8
COc1ccc(OC)c(NC(=O)c2nc3ccccc3s2)c1	2.4	-1.3	-1.6	-6.5	2.4	-15.9	-3.4	-26.7	-5.0
CCOC(=O)C1CCCN(S(=O)(=O)c2c(C)c(C)cc(C)c2C)C1 (stereo not drawn)	0.8	30.5	1.5	4.5	0.7	1.1	3.1	-11.4	0.0
COC(=O)C1CCN(C(=O)C23CCC(C)(C(=O)O2)C3(C)C)CC1 (stereo not drawn)	-3.4	24.6	-1.7	-4.3	1.4	-0.7	-20.3	8.7	-7.5
COc1cc(/C=N/Nc2ncc(C(F)(F)F)cc2Cl)cc(OC)c1OC	-0.3	-368.4	-4.9	-2.2	-43.0	0.1	3.4	7.6	-9.4
COc1ccccc1NC(=O)Cc1csc(N)n1	-0.8	7.0	6.3	4.8	-1.9	3.0	-16.6	1.4	-9.7
CCOc1ccc(N(CC(=O)N/N=C/c2cccnc2)S(C)(=O)=O)cc1	-3.9	16.0	-6.0	-9.8	1.4	-15.2	-17.6	-10.6	4.0
O=[N+]([O-])c1ccccc1CS(=O)(=O)c1ccccc1	-0.9	5.7	2.4	-7.7	1.3	-0.3	1.2	1.3	0.3
COc1ccccc1NS(=O)(=O)c1cccc(C(=O)OCC(=O)NC2CC2)c1	-0.7	8.0	2.3	-3.7	0.1	1.3	-20.4	-0.2	1.8
Cc1ccccc1-c1cc(C(=O)NCc2ccc(OC(F)(F)F)cc2)n(CC2CC(c3cccnc3)=NO2)n1 (stereo not drawn)	-5.7	15.6	-3.8	-9.4	3.3	-4.3	20.5	-4.9	1.0

Reprinted at random: 6 compounds from above
SMILES	MIN6 prolif	SENP8 block-1	UBC13 polyUb	SENP8 block-2	SENP1 inh	SENP7 inh	PfGluPho inh	SENP6 block	HKDC1 inh
CCOC(=O)CN1CC(C)(C)N(CC(=O)OCC)CC1(C)C	nt	0.1	nt	nt	-1.8	nt	8.2	nt	-3.9
CCOc1ccccc1C(=O)N1CCCCC1C (stereo not drawn)	4.0	7.1	6.4	2.7	2.1	-5.7	-3.1	-7.9	-2.1
Cc1ccc(C)c(/C(O)=C2/C(=O)C(=O)N(CCN3CCOCC3)C2c2ccc(C)o2)c1 (stereo not drawn)	0.0	17.2	-2.4	-0.2	-9.4	0.7	8.8	6.4	-1.2
CCCNC(=O)OC[C@H]1O[C@H](CCO/N=C(\C)CCN2CCc3nc(-c4ccccc4)c(-c4ccccc4)cc3C2)C=C[C@@H]1Oc1ccc(OC)cc1	-8.2	nt	29.5	-16.0	nt	-11.7	nt	-8.2	nt
CCN1CCN(c2nc(Nc3ccc(NC(C)=O)cc3)nc(Nc3ccc(NC(C)=O)cc3)n2)CC1	-0.9	27.0	25.1	-0.7	-0.3	-6.4	-5.0	-19.9	-5.9
COCCn1nnnc1CN1CCN(C(=O)c2ccco2)CC1	1.8	11.2	3.1	1.3	-0.7	5.7	0.8	15.5	-7.7

Assay outcomes: PubChem, Sanford-Burnham Center for Chemical Genomics
